TSHR antagonist – antagonists of human thyroid stimulating hormone receptor | TSHR-expressing cells, TSH-stimulated cAMP HTRF, 2 h; stronger effect = lower value | activity change, negative = inhibition, % at 11.5 µM | actives 0.2% (n = 330,000);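 active means activity change below a set negative limit, meaning inhibition stronger than a set level, cut at about -70% in these data; inconclusive means activity change between two set negative limits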; further: on the % scale 0 is the no-effect control and ±100 the full control effect
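Competitive HTRF cAMP read-out (cryptate anti-cAMP antibody, cAMP-d2; 30 min, room temperature) in freshly harvested TSHR cells. Compounds added before TSH at EC80 (4nM final), followed by 2 hours' incubation at 37 deg C.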
Eya2 phos inh – blocks the phosphatase activity of human Eya2. Potency, µM (titrated, usually from 76.9 µM), for inactives: at the top dose activity, negative = inhibition, usual class: inhibitors. O00167. recombinant Eya2, OMFP fluorescence dephosphorylation (OMFP is methylfluorescein phosphate). actives 0.006% (n = 330,000); further: potency means the concentration at half of the fitted maximal effect; on the % scale 0 is the no-effect control and ±100 the full control effect
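Eya2 protein (added as 0.2 uM solution) was preincubated with compound for 10 min at ambient temperature in 50 mM HEPES pH 7.5, 50 mM NaCl, 5 uM MgCl2, 0.05% BSA, 1 mM DTT. OMFP (added at 50 uM) then reacted 10 min; fluorescence read at 485/525 nm.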
Menin MLL FP TR – inhibitors of human menin-MLL interaction, mutant MLL peptide; O00255; actives 0.23% (n = 270,000); Potency, µM (top dose mostly 61.6 µM), for inactives: top-dose FP activity change, negative = inhibition, actives largely listed as inhibitors; Menin + Texas Red MLL mutant peptide, fluorescence polarization; active means well fitted inhibition curve with a large enough effect in the polarisation, with a control signal flat, not every such curve was filed as active; inconclusive means small, poorly fitted or top-dose-only effect, or effect the other way, or a change in a side signal; inactive means no such curve, though single readings can be large or run the other way; the % refers to the polarisation; further: potency means the concentration at half of the fitted maximal effect; % of control where 0% means no effect; many of its hits are not listed in these tables
GALK inh – inhibitors of human galactokinase; Potency, µM (titrated, usually from 57.5 µM), for inactives: at the highest dose activity change, negative = inhibition, usual class: inhibitors; P51570; actives 0.007% (n = 270,000); Purified GALK, Kinase-Glo residual ATP luminescence; AID 1868; further: potency means the concentration at half of the fitted maximal effect; on the % scale 0 is the no-effect control and ±100 the full control effect
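The enzyme phosphorylates galactose (100 uM) using ATP (35 uM); inhibition is detected as higher residual ATP, quantified by bioluminescence after 1 h reaction at room temperature, pH 8.0.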
USP2a block – USP2a (human) protease inhibition; USP2 core, Ub-CHOP2 coupled fluorogenic reporter, 485/531; O75604; Potency, µM (series often up to 38.3 µM), without a hit: at the highest dose activity change, negative = inhibition, actives largely listed as inhibitors; actives 0.01% (n = 330,000); AID 463254;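 further: potency means the concentration at half of the fitted maximal effect; plate controls were DMSO wells for no effect and full inhibition by NEM control for full effect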
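Deubiquitinase activity read as fluorescence (485/531 nm) after Ub-CHOP2 cleavage activates the enterokinase reporter on its substrate; USP2 core 10nM, Ub-CHOP2 and substrate 25nM each, 30min compound preincubation then 60min RT; data normalized to NEM, curves fitted.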
hERG WT inh – inhibitors of human wildtype KCNH2 potassium channel | Q12809 | U2OS, BacMam KCNH2, thallium flux FluxOr; stronger effect = lower value | activity change, % at 1.84 µM | actives 0.37% (n = 340,000);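 active means maximum activity change below -70%; inconclusive means maximum activity change between -70% and -50%; inactive means maximum activity change above -50%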; further: on the % scale 0 is the no-effect control and ±100 the full control effect
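U2OS cells transduced with wild-type KCNH2 virus are loaded with FluxOr dye for 45 min, and thallium flux is measured in kinetic reads before and after stimulation buffer. Rate constants are normalized to DMSO controls.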
BCR signal inh – chronic active BCR signaling inhibition; ABC-DLBCL IkBa-CBG/CBR reporter, luminescence ratio, 4 h; Potency, µM (doses to about 46.1 µM), for the others: top-dose ratio change, negative = lower green/red ratio, most hits filed as inhibitors; actives 0.05% (n = 340,000); AID 493014; active means well fitted inhibition curve with a large enough effect in the signal ratio, with a control signal flat, not every such curve was filed as active; inconclusive means small, poorly fitted or top-dose-only effect, or effect the other way, or a change in a side signal; the % refers to the signal ratio;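 further: potency means the concentration at half of the fitted maximal effect; plate controls were basal doxycycline-induced cells for no effect and cells given 10 µM MG132 for full effect; MG132 reads +100%, hits lower the ratio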
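Doxycycline induced both beetle luciferases in TMD8 lymphoma cells; IKK-driven degradation limits the IkappaBalpha-fused green signal, while red luminescence normalises for cell number and nonspecific effects. Compounds tested up to 46 uM, 4 hrs.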
PKM2 activator – PKM2 (human) enzyme activation | actives 0.34% (n = 260,000) | AID 1631 | purified PKM2, Kinase-Glo ATP luminescence, activation; response scale: 0% is enzyme alone, no compound | Potency, µM (highest dose often 57.5 µM), for the others: at the top dose activation, most hits filed as activators; further: potency means the concentration at half of the fitted maximal effect; on the % scale 0 is the no-effect control and ±100 the full control effect; nearly all actives have a fitted effect of over 55% in size
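Purified hPK-M2 (>95%) run at intermediate activity with 0.1 mM ADP and 0.5 mM PEP in 50 mM imidazole pH 7.2, KCl, MgCl2; 1 h room temperature. ATP formed read by Kinase-Glo luminescence; normalized to uninhibited and no-enzyme controls.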
ASM inhibitor – human S-ASM enzyme inhibition. P17405. Potency, µM (doses to about 57.5 µM), without a hit: at the highest dose activity change, negative = inhibition, usual class: inhibitors. placental ASM, HMU-PC fluorogenic substrate, 60 min. actives 0.006% (n = 340,000); further: potency means the concentration at half of the fitted maximal effect
Target sequence (P17405 47-631 limits assumed): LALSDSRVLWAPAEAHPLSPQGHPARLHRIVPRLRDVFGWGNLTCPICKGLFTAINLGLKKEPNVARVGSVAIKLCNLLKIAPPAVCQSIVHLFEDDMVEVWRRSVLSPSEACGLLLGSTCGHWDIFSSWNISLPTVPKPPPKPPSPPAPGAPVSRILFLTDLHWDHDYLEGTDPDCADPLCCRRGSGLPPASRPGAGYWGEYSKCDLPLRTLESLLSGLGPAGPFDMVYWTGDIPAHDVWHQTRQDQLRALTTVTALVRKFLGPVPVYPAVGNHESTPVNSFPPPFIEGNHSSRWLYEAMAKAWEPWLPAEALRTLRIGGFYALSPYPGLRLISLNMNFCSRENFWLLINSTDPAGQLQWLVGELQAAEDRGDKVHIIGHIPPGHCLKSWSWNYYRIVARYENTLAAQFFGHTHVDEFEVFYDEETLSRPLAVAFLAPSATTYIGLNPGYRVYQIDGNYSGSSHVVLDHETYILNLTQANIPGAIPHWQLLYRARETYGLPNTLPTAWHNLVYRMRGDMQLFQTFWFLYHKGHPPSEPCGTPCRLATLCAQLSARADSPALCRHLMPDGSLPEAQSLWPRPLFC
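Fluorescence read-out (Ex 386 nm, Em 447 nm) after stopping the reaction at pH 10. Enzyme: ASM from human placenta; substrate HMU-PC0, 9 uM final; 60 min, 37 °C. Compound preincubation 10 min, ambient temperature.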
Mito fusion yeast – inhibitors of mitochondrial division or activators of mitochondrial fusion; S. cerevisiae fusion-defective mutant growth rescue, CellTiterGlo 48 h; Potency, µM (doses to about 46.1 µM), for the others: at the top dose growth rescue (activation), most hits filed as activators; actives 0.23% (n = 320,000); AID 485298;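 further: potency means the concentration at half of the fitted maximal effect; % of control where 0% means no effect; nearly all actives have a fitted effect of over 45% in size; temperature-sensitive fusion mutants such as fzo1-1 at 37 °C on non-fermentable ethanol glycerol medium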
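S. cerevisiae fusion-defective temperature-sensitive mutants (e.g. fzo1-1, mgm1-5) grown 48 h at 37C in YPEG (ethanol/glycerol non-fermentable) medium with 23 nl compound per well; growth rescue read as CellTiterGlo luminescence.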
MBNL1 CUG block – MBNL1-poly(CUG) RNA binding inhibition; actives 0.036% (n = 280,000); TR-FRET MBNL1-His/biotin-(CUG)12 binding, 665/545 ratio; Potency, µM (series often up to 57.5 µM), without a hit: at the top dose activity change, negative = inhibition, usual class: inhibitors; active means well fitted inhibition curve with a large enough effect in the signal ratio, with a control signal flat, not every such curve was filed as active; inconclusive means small, poorly fitted or top-dose-only effect, or effect the other way, or a change in a side signal; inactive means no such curve, though single readings can be large or run the other way; the % refers to the signal ratio; further: potency means the concentration at half of the fitted maximal effect; on the % scale 0 is the no-effect control and ±100 the full control effect
Target sequence (Q9NR56 whole entry, looked up): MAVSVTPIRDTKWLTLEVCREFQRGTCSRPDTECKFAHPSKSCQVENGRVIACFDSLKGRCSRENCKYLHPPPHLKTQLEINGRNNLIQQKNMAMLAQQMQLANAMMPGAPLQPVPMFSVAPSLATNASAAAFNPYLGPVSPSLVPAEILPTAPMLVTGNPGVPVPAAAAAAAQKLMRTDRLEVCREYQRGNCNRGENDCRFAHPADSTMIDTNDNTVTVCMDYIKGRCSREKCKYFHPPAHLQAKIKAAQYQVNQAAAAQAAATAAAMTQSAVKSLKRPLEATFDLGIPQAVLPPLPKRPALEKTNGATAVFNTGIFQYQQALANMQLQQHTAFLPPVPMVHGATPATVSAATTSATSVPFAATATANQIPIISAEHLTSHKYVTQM
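Ratiometric TR-FRET (665 over 545 nm, excitation 340 nm) tracks disruption of MBNL1-His/biotin-(CUG)12 complex after 60 min at room temperature, with compounds at 92 nM to 58 uM final.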
* = called active by the depositor; i = inactive; ? = inconclusive; nt = no result given; & = joins results of further samples; [ ] = another dose, or the depositor's remark. Unless noted, the call rests on the fitted dose curve; in most records, active means well fitted curve in the direction sought with a large enough effect; inconclusive means small, poorly fitted or top-dose-only effect, or another doubt; inactive means no such curve, though single readings can be large; an effect the other way counts as inactive or inconclusive. An excerpt; count on the stated rates, not on these rows.

SMILES | TSHR antagonist | Eya2 phos inh | Menin MLL FP TR | GALK inh | USP2a block | hERG WT inh | BCR signal inh | PKM2 activator | ASM inhibitor | Mito fusion yeast | MBNL1 CUG block
COc1ccc(NC(=O)Cc2nnc(N)s2)cc1 | -3 | -12% | 1% | 0% | 0% | 8 | 0% | -4% | 2% | 1% | -3%
Cc1cc(Br)ccc1OCCCCN1CCC(C)CC1 | 3 | -9% | -11% | 0% | 2% | 44 | -6% | 13% | -1% | 25% | nt
COCCCn1c(-c2ccc(OC)cc2)nc2nc3ccccc3nc21 | -5 | -28% | 10% | -1% | 1% | nt | 0% | -4% | nt | 3% | ?
COCCNc1nc(C)cc(-c2cc(C(=O)NCc3ccccc3)on2)n1 | 7 | 2% | nt | -2% | 10% | -11 | -19% | -1% | 1% | -3% | 11%
CCOc1ccc(/C=C2/SC(=S)N(C(C(=O)O)c3ccccc3)C2=O)cc1OCC (stereo unspecified) | 3 | -2% | ? | 2% | -17% | 2 | ? | -4% | 1% | -4% | -7%
COc1ccc(S(=O)(=O)N2CCN(C)CC2)cc1C(=O)N1CCCCC1 | 3 | -7% | nt | -3% | 4% | -8 | 3% | -7% | 1% | 1% | -5%
O=C(Nc1ccc(S(=O)(=O)Nc2cnc3ccccc3n2)cc1)c1ccc(Cl)c([N+](=O)[O-])c1 | -11 | -22% | ? | 1% | -1% | -12 | -26% | 4% | ? | 1% | 21%
COc1ccc(C(c2nnnn2C2CCCCC2)N2CCN(C)CC2)c(OC)c1 (stereo unspecified) | 10 | 3% | 3% | 2% | 3% | 13 | ? | -11% | 1% | -1% | 0%
COc1ccccc1C(=O)NN1C(=O)C2C3C=CC(O3)C2C1=O (stereo unspecified) | 13 | 3% | 8% | -1% | 1% | -9 | -8% | 6% | 0% | 1% | 10%
COc1ccccc1C1c2c(C)nn(-c3ccccc3)c2NC(=O)C1NC(=O)c1ccccc1 (stereo unspecified) | 30 | 12% | -8% | 0% | 3% | -3 | -1% | 2% | -19% | 14% | nt
CC(Oc1cccc(Cl)c1)C(=O)Nc1ccccc1N1CCCC1 (stereo unspecified) | -10 | -8% | nt | nt | -3% | 3 | 12% | nt | nt | ? | nt
CC(C)NC(=O)CSc1c2c(nc3ccccc13)CCCC2 | -1 | 2% | -1% | 9% | 1% | i | ? | -2% | 2% | -5% | 39%[activator]
CCn1c(=O)c(C(=O)Nc2ccc(C)cc2C)c(O)c2ccccc21 | 24 | 1% | -12% | -6% | 1% | -5 | 2% | 0% | 8% | 2% | 0%
Cc1cc(C)nc(N(C#N)S(=O)(=O)c2ccccc2)n1 | -4 | -5% | 3% | 3% | 0% | -2 | -11% | 1% | 2% | -6% | 2%
N#Cc1c(NC(=O)C2CCCO2)sc2c1CCCCC2 (stereo unspecified) | 16 | 4% | -11% | 0% | 5% | -14 | ? | 2% | -1% | 10% | -5%
CCCCC(=O)NC(c1ccccc1Cl)c1ccc2cccnc2c1O (stereo unspecified) | -8 | -5% | 27% | 2% | 0% | -17 | ? | 0% | -7% | -2% | 23%
CC(OC(=O)c1cnc(Cl)c(Cl)c1)C(=O)NCc1ccccc1 (stereo unspecified) | -26 | -4% | nt | nt | 1% | 16 | 0% | nt | -3% | -7% | nt
Cc1cccc(/C=C(\C#N)C(=O)Nc2ccccn2)c1 | -3 | -10% | ? | -6% | 15% | 1 | ? | -1% | 10% | -3% | 7%
CCc1cccc(C)c1NC(=O)COC(=O)c1c2c(nc3ccccc13)/C(=C\c1cccs1)CCC2 | 3 | 1% | 14µM* | 1% | 1% | -8 | 0% | -3% | 154%[activator] | -2% | nt
CCOC(=O)c1c(CN2CCCCC2)oc2ccc(OC)cc12 | 4&4 | -7%&6% | -14%&-4% | 0%&0% | 1%&0% | 2&24 | ? | -18%&-8% | -3%&7% | -2%&0% | 0%&-11%
COc1ccc(C2CC(C(F)(F)F)n3nc(C(=O)NCc4c(C)nn(C)c4C)c(Cl)c3N2)cc1 (stereo unspecified) | 1 | 10% | -12% | 0% | -3% | -8 | ? | -18% | -2% | 7% | -16%
COC(=O)C1=C(C)N(c2ccc(C)c(C)c2)/C(=C/c2cccs2)C1=O | 7 | -3% | 0% | -1% | -1% | -6 | -4% | -6% | 1% | 1% | 6%
CCNC(=O)NC(=O)C(C)OC(=O)c1ccc(-n2nc(SC)sc2=S)cc1 (stereo unspecified) | 2 | 7% | 0% | -4% | 2% | -8 | 3% | -14% | -1% | -4% | 5%
CC1CC(C)CN(C(=O)Cn2c(-c3nonc3N)nc3ccccc32)C1 (stereo unspecified) | -11 | -3% | -17% | -2% | 4% | -9 | 2% | -2% | 0% | 9% | -3%
O=C(NCCc1ccccc1F)C1CC(=O)N(c2ccccc2)C1 (stereo unspecified) | -10 | -3% | nt | -5% | -1% | 0 | 2% | 2% | 2% | 1% | -2%
Cn1c(SCC#N)nnc1-c1cnccn1 | -3 | -1% | 13% | -2% | 0% | 9 | -1% | 0% | 1% | -4% | 11%
Cc1c(C(=O)N(CCc2ccccc2)Cc2ccccc2)cccc1[N+](=O)[O-] | -6 | -11% | -28% | -1% | -7% | 1 | ? | -10% | 1% | 0% | 2%
COc1ccc(OC)c(NS(=O)(=O)c2ccc(Cl)nc2)c1 | 1 | 8% | -2% | 1% | 2% | -4 | -2% | -5% | -2% | -9% | -16%
O=C(c1ccc2c(c1)OCO2)N1CCNc2ccccc2C1 | 9 | -3% | -1% | -1% | 1% | -9 | ? | -7% | 3% | -2% | 6%
O=C(CSc1ncc(S(=O)(=O)c2ccccc2)c(=O)[nH]1)Nc1ccccc1Cl | -1 | 3% | nt | -2% | 8% | -7 | 6% | -1% | 7% | 0% | -1%
COc1ccc(NC(=O)CN(C)CCOc2ccc(Cl)cc2)cc1OC | -4 | 3% | -26% | -1% | 2% | -15 | -6% | nt | 1% | -8% | -13%
NS(=O)(=O)c1ccc(CCNC(=O)CNC(=O)c2ccc(F)cc2)cc1 | 3 | -13% | -8% | 4% | 3% | 1 | 5% | 6% | -5% | 9% | -4%
CN(CC(=O)Nc1ccccc1Cl)CC(=O)Nc1sc2c(c1C(N)=O)CCC2 | -6 | 2% | nt | nt | -1% | -5 | ? | nt | -2% | 17% | nt
O=[N+]([O-])c1ccc(O)c(/C=N/n2cnc3ccccc32)c1 | ? | 5% | ? | -1% | 2% | -2 | ? | -1% | ? | 0% | ?
C=CCOc1ccc(C(=O)O)cc1Cl | 8 | 0% | -12% | nt | 1% | -2 | ? | 15% | 0% | 0% | -2%
COC(=O)CN1C(=S)N(c2ccc(F)cc2)C(=O)C1CC(=O)Nc1ccccc1 (stereo unspecified) | -1 | -4% | ? | 7% | 3% | -21 | 6% | -1% | -3% | 0% | -2%
Cc1cc(NC(=O)CSc2ncnc3c2cnn3-c2ccccc2)no1 | 13 | -1% | ? | 0% | -1% | -5 | 2% | -12% | 1% | -2% | -2%
Cc1ccc(-c2cc(C(=O)O)c3ccccc3n2)s1 | 0 | 2% | -27% | 2% | 2% | -9 | 2% | nt | nt | 1% | 41%[activator]
COc1cccc(-c2cc(C(=O)N3C(C)CCCC3C)no2)c1 (stereo unspecified) | 10 | -23% | 0% | 0% | -10% | nt | 0% | -11% | -1% | 4% | -3%
O=C(OCc1cc(Cl)cc2c1OCOC2)c1cccnc1Cl | -27 | -18% | nt | nt | 2% | 0 | ? | nt | -1% | nt | nt
Cc1cccc(C#N)c1NC1=CC(=O)CC(C)(C)C1 | 17 | -7% | -19% | 4% | 3% | -11 | 1% | -2% | 7% | 2% | -9%
Cc1c(Cl)cnc(NC(=O)COC(=O)C2CC2)c1Cl | -6 | 5% | nt | nt | 1% | -6 | 5% | nt | 2% | nt | nt

Assay outcomes from PubChem BioAssay.
